GLP1R ag = qHTS of GLP-1 Receptor Agonists; Glucagon-like peptide 1 receptor (Homo sapiens), P43220; HEK293 GLP-1R CRE-luciferase, luminescence, 4-6 h; cells express a hypersensitive GLP-1R form; Potency, µM (doses to about 45.6 µM), for the others: at the top dose activation, usual class: activators; 380,000 compounds, 0.007% hits; AID 624172, 2012; note: potency is the fitted concentration of half-maximal effect; % of control where 0% means no effect
Target sequence (P43220 whole entry, looked up): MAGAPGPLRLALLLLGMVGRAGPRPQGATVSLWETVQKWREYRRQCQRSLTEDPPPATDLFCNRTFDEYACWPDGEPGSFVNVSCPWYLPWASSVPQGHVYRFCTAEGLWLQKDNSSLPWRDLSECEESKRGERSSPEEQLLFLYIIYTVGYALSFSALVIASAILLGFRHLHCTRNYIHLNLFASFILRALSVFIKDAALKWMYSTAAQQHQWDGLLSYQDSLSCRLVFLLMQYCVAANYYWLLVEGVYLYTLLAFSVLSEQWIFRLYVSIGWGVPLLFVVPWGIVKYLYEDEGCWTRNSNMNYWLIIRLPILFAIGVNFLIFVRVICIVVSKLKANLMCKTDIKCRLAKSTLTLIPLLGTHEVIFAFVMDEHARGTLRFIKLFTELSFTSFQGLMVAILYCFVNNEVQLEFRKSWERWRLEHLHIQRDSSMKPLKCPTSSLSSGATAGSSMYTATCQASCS
pAkt inh = HTS Assay for Inhibitors of Akt Phophorylation: Primary Screen; 360,000 compounds, 0.32% hits; AID 651550, 2012; activity change, % for hits at 50 µM; Neuro2A IGF-stimulated pAkt S473 HTRF, 20 min; active compounds read low; in the data active = activity change below about -80%; inconclusive = mostly about -51% to -80%; note: % is set by controls: 0 for no effect and ±100 for the full control effect
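Neuro2A cells (4,500/well, DMEM with 0.5% FBS) were treated with compound at a single 50 µM final concentration, stimulated with 6 nM IGF for 20 min at 37 °C, and lysed. Phospho-Akt Ser473 was read by HTRF as 665/615 ratio ×10^4.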
Abeta yeast res = qHTS for compounds that reverse cellular toxicity of Amyloid beta (A-beta) peptide in yeast: Primary Screen | 410,000 compounds, 0.063% hits | Potency, µM (doses to about 46.1 µM), inactives show at the highest dose growth rescue, most hits filed as activators | yeast expressing A-beta42, growth rescue, OD600, 48 h; response scale: 0% DMSO, 100% iron-clioquinol control; note: potency is the fitted concentration of half-maximal effect; nearly all actives have a fitted effect of over 55% in size
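Growth rescue measured by 600 nm absorbance after 48 h yeast culture at 30 C with compound. Values normalized between DMSO and an equimolar ferric chloride plus clioquinol control.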
PTHR1 ag = qHTS for PTHR1 Agonists: Primary Screen. Parathyroid hormone/parathyroid hormone-related peptide receptor (Homo sapiens), Q03431. HEK293 GP2 PTHR1 cells, GloSensor cAMP luminescence, 1 h. Potency, µM (highest dose often 115 µM), for the others: at the top dose activation, most hits filed as activators. 410,000 compounds, 0.075% hits. AID 743266, 2014; note: potency is the fitted concentration of half-maximal effect; nearly all actives have a fitted effect of over 55% in size; some results filed as inactive show a strong effect at the top dose; inactives centre near -15; many of its hits are not listed in these tables
Target sequence (Q03431 whole entry, looked up): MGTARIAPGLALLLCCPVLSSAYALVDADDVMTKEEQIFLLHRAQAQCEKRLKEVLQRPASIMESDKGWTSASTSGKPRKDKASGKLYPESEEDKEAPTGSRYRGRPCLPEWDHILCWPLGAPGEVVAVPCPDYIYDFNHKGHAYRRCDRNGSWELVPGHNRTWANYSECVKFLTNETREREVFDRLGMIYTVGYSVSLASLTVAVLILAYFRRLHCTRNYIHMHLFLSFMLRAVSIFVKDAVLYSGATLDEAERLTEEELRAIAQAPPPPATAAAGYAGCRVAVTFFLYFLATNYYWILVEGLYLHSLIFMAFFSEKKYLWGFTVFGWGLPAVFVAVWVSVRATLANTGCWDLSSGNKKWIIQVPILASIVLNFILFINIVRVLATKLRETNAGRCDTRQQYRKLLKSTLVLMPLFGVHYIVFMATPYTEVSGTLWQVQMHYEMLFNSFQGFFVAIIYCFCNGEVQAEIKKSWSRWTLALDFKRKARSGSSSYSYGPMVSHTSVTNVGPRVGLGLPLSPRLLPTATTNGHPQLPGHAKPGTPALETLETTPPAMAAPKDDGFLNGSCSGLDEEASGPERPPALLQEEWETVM
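HEK-293-derived GP2 cells expressing PTHR1 and a GloSensor cAMP reporter, 3,000/well, plated overnight, given luciferin plus IBMX (each 0.5 mM as added) for 1 h at 37 °C, then compound for 1 h at 37 °C. Luminescence was read after 15 min at room temperature.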
GLP-1R inv ag = qHTS of GLP-1 Receptor Inverse Agonists (Inhibition Mode); 410,000 compounds, 1.6% hits; HEK293 GLP-1R CRE-luciferase, luminescence, 24 h; GLP-1R form is constitutively active; Potency, µM (highest dose often 38.3 µM), inactives show at the highest dose activity change, negative = inhibition, hits mostly inhibitors; Glucagon-like peptide 1 receptor (Homo sapiens), P43220; note: potency is the fitted concentration of half-maximal effect; % is set by controls: 0 for no effect and ±100 for the full control effect; nearly all actives have a fitted effect of over 55% in size
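Using stably transfected HEK293 (constitutively active GLP-1R, cAMP-luciferase reporter), compounds were incubated 24 hr and luciferase measured by luminescence.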
FUS suppressor = qHTS for Suppressors of FUS Proteinopathy: Primary screen using FUS-linked yeast assay; 390,000 compounds, 0.24% hits; S. cerevisiae FUS-expressing, growth rescue, OD600, 24 h; Potency, µM (top dose mostly 76.6 µM), for inactives: at the highest dose growth rescue (activation), hits mostly activators; AID 1347120, 2019;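 note: potency is the fitted concentration of half-maximal effect; plate controls were DMSO vehicle for no effect and reference control for full effect; nearly all actives have a fitted effect of over 55% in size; some results filed as inactive show a strong effect at the top dose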
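Restored growth of FUS-toxic S. cerevisiae, read as 600 nm absorbance after 24 h at 30C in galactose medium (starting OD 0.005). Controls CP55940 and DMSO.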
aSyn yeast inh = qHTS of alpha-syn Inhibitors; 370,000 compounds, 0.14% hits; Potency, µM (doses to about 46.1 µM), for inactives: top-dose growth rescue (activation), most hits filed as activators; AID 652106, 2013; Yeast expressing alpha-synuclein, growth rescue, BacTiter-Glo, 24 h; note: potency is the fitted concentration of half-maximal effect; % of control where 0% means no effect; nearly all actives have a fitted effect of over 65% in size
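Galactose-induced alpha-syn yeast (OD600=0.02, raffinose-pregrown) + pinned cpd, 24 hr, 30 deg C; growth by BacTiter-Glo luminescence. Growth restoration scores as activation.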
TDP-43 yeast inh = qHTS of TDP-43 Inhibitors. TDP-43 expressing yeast growth rescue, BacTiter-Glo, 24 h. Potency, µM (doses to about 46.1 µM), for inactives: at the top dose growth rescue (activation), actives largely listed as activators. 410,000 compounds, 1.8% hits. AID 652104, 2013; note: potency is the fitted concentration of half-maximal effect; % of control where 0% means no effect; nearly all actives have a fitted effect of over 50% in size
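In this qHTS, compounds that restore growth of yeast expressing TDP-43 appear as activators. Cells (OD600=0.02, galactose medium, raffinose-pregrown) are incubated with compound 24 hr at 30 deg C and growth is quantified by BacTiter-Glo.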
DRD3 antagonist = qHTS of D3 Dopamine Receptor Antagonist: qHTS. 360,000 compounds, 2.5% hits. D(3) dopamine receptor (Homo sapiens), P35462. max response, negative = inhibition, %. D3R cells, DiscoveRx beta-arrestin luminescence, antagonist mode; active compounds read low; in the data active = max response below about -50%; inconclusive = no clear call, values can overlap the other calls; note: % is set by controls: 0 for no effect and ±100 for the full control effect; mostly tested at two doses, the higher about 12 µM
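Cells expressing the human receptor were seeded at 1500 cells/well, incubated overnight at 37 degrees C in 5% CO2, then exposed to library compounds with dopamine controls for 90 minutes at 37 degrees C before luminescent detection.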
* hit, by the source's call; i = inactive; ? = inconclusive; nt = no result given; [ ] = dose if it differs, or a comment. Unless noted, calls come from the whole dose curve; as a rule, active = well fitted curve in the direction sought with a large enough effect; inconclusive = small, poorly fitted or top-dose-only effect, or another doubt; inactive = no such curve, though single readings can be large; an effect the other way counts as inactive or inconclusive.

Values run as follows: aSyn yeast inh, DRD3 antagonist, Abeta yeast res, GLP-1R inv ag, PTHR1 ag, GLP1R ag, pAkt inh, TDP-43 yeast inh, FUS suppressor
- Cc1ccc(Nc2nn3c(=O)c4cc5c(cc4nc3s2)OCO5)cc1Cl
    nt, nt, -7%, 9%, -19%, nt, nt, 7%, 13%
- Cc1nc2ccccc2nc1OCC(=O)N1CCN(c2ccccc2)CC1
    0%, 9, 6%, -8%, -4%, 1%, i, 12%, 10%
- COc1ccc(CC(=O)Nc2cc(=O)n(C)c(=O)n2C)cc1
    0%, 0, 7%, 55%[activator], i, 13%, i, 25%, -4%
- CC(=O)c1c(C)nc(-c2ccccc2)nc1NC(=O)Cc1ccccc1
    0%, -4, -7%, -22%, i, 16%, i, -22%, 14%
- O=C(C1CCCN(S(=O)(=O)c2ccc(F)cc2)C1)N1CCCCCC1 (stereo not given)
    3%, 1, 7%, -27%, i, -4%, i, 20%, nt
- O=C(NCCCN1CCOCC1)c1ccc(S(=O)(=O)Nc2cccc(C(F)(F)F)c2)cc1
    1%, 9, 4%, ?, i, 0%, i, -11%, 1%
- CN(C)Cc1ccccc1Cc1ccccc1
    -2%, -9, -1%, 15%, i, -13%, i, 15%, nt
- CCSC1(SCC)N=C(N)C2(C#N)C(c3ccc(OC)c(OC)c3OC)C12C#N (stereo not given)
    24%, -26, -9%, ?, -11%[57.5 µM], -32%, i, 8%, 4%
- Clc1ccc(CN2C3=NCCCN3c3ccccc32)cc1Cl
    3%, -6, 14%, 11µM*, i, 3%, i, -2%[9.22 µM], 12%
- O=C(O)c1cccc2c1C(=O)c1ccc(N3CCCC3)cc1S2(=O)=O
    -5%, -25, -17%, -2%, i, -3%, i, 2%, -11%
- Cc1cc(C)c(NC(=O)CNC(=O)CNC(=O)C2CCCCC2)c(C)c1
    -3%, -16, -13%, 3%, -8%, 1%, i, -4%, 1%
- COC(=O)CCCCCNC(=S)Nc1ccc2[nH]c(=O)[nH]c2c1
    0%, 3, -3%, -13%, i, 1%, i, 5%, -21%
- Cc1ccc2c(CN3CCN(C(=O)c4ccc(Br)cc4)CC3)cc(=O)oc2c1
    nt, nt, -20%, -4%, -2%, nt, nt, ?, 42%
- Cc1ccc(NC(=O)CN(C)CC(=O)NC2CCCc3ccccc32)cc1 (stereo not given)
    -1%, -15, -16%, ?, 1%, 17%, i, 0%, 26%
- Nn1c(Cc2ccccc2)nc2sc3c(c2c1=O)CCC3
    0%, 1, -8%, -3%, 11%, 0%, i, -11%, 5%
- O=C(c1cccc(Cl)c1)N1CCCC(C(=O)N2CCCCCC2)C1 (stereo not given)
    nt, 8, -7%, -2%, i, -3%, nt, -7%, 0%
- CC(NC(=O)CSc1n[nH]c(-c2ccccc2)n1)c1nc2ccccc2n1C (stereo not given)
    nt, nt, 0%, -17%, i, nt, nt, 24%, -10%
- c1ccc(-c2cnnc(SCc3cn4cccnc4n3)n2)cc1
    -9%, 25, -6%, 64%[activator], i, 9%, -112%*, 5%, 1%
- O=c1c2ccccc2[nH]c(=S)n1-c1cccc(S(=O)(=O)N2CCCC2)c1
    -8%, -28, -7%, 1%, -4%, 8%, i, 6%, 7%
- CCOC(=O)N1CCN(C(=O)CN(c2cccc(C(F)(F)F)c2)S(C)(=O)=O)CC1
    -1%, 9, 19%, 0%, i, 1%, i, 9%, 17%
- Cn1c(=O)c2c(SCC(=O)N3CCOCC3)nc(-c3ccccc3Cl)nc2n(C)c1=O
    0%, 28, 6%, 3%, i, -11%, i, -15%, nt
- COc1ccc(C2Oc3ccccc3C3=C2C(c2cccs2)n2ncnc2N3)cc1 (stereo not given)
    14%, -11, -2%, ?, i, 3%, i, 7%, ?
- CN(CC(=O)Nc1ccc(N2CCOCC2)cc1)C(=O)c1ccc(CS(C)(=O)=O)cc1
    -7%, -9, -21%, 3%, 28%, 4%, i, -14%, 43%
- COc1ccc2c(c1)c1ccc3c(c1n2C)C(=O)C=CC3=O
    8%, -29, -76%[inhibitor], 7%, -93%[inhibitor], -4%, i, ?, -5%
- CC1CC(C)CN(C(C)C(=O)Nc2cc(S(=O)(=O)N3CCCCC3)ccc2Cl)C1 (stereo not given)
    -14%, -10, 2%, ?, -24%, 0%, i, -9%, 34%
- COc1ccc2cnn(Cc3ccccc3)c(=O)c2c1OC
    16%, -2, -8%, 52%[activator], 25%[57.5 µM], 7%, i, -5%, 24%
- COc1cccc(NC(=S)N(CCc2c(C)[nH]c3ccccc23)Cc2cccs2)c1
    -4%, -12, -14%, ?, -9%, 2%, i, 5%, 16%
- COc1cccc(-c2c(C(=O)N/N=C/C3CC=CCC3)nnn2-c2nonc2N)c1 (stereo not given)
    -8%, -26, 7%, 37%[activator], 10%, 4%, i, -20%, 17%
- Cc1cc(Nc2ccccc2Cl)n2nnnc2n1
    -7%, -22, -5%, 12%, i, 7%, i, -9%, 21%
- CS(=O)(=O)n1nc(-c2ccccc2)nc1NCc1ccco1
    -2%, 40, 13%[9.22 µM], 37%[activator], i, 13%, i, ?, -31%
- CCCCn1nc2cc(C(=O)NCc3ccco3)ccc2c1OCC
    3%, 31, 1%, 4%, i, 1%, i, 13%, 13%
- CC1CCCN(c2nc(-c3ccccc3O)nc3ccccc23)C1 (stereo not given)
    0%, nt, -1%, 4%, i, -2%, nt, 20µM*, -20%
- CCCOc1ccccc1/C=C(\C#N)C(=O)Nc1cccc(C)n1
    -14%, 2, -12%, 17%, -23%, 5%, i, 20%, 17%
- CCOc1ccc(/C=C2\SC(=S)N(CCC(=O)N(CCO)c3ccccc3)C2=O)cc1
    4%, 16, 14%, ?, i, -12%, i, 6%, 30%
- Cc1ccc(C(=O)NCCC(=O)NCc2ccco2)cc1
    -2%, 3, 9%, 4%, -22%, -1%, i, 7%, 13%
- COc1cccc(C(c2nnnn2CC2CCCO2)N2CCN(C(=O)c3ccco3)CC2)c1OC (stereo not given)
    -2%, 0, 8%, 8%, 0%, 10%, i, -36%[inhibitor], 50%
- CCc1ccc(C(=O)COC(=O)CNC(=O)COc2ccccc2)cc1
    ?, -18, 3%, 16%, i, 13%, i, -8%, 29%
- Cc1ccc(S(=O)(=O)CC(CN2CCOCC2)N2CCOCC2)cc1 (stereo not given)
    4%, 13, 1%, -3%, i, 1%, i, ?, -18%
- Cc1cc(C)c(NC(=O)c2cn3c4c(c(N5CCN(C)CC5)c(F)cc4c2=O)OCC3C)c(C)c1 (stereo not given)
    0%, 3, -13%, -26%, i, -7%, i, -9%, nt
- CCCC(=O)Nc1ccc(C(=O)N/N=C2\CC(=O)CC(C)(C)C2)cc1
    0%, -11, -2%, 0%, i, -12%, i, -3%, 21%
- Cc1nnc(SCC(=O)NCc2ccccc2)n1-c1ccccc1
    -3%, 3, 6%, 0%, i, 2%, i, -14%, 11%
- S=c1[nH]nc(-c2ccccc2)n1/N=C/c1ccc(Cl)cc1
    -8%, 2, -6%, -6%, -31%[inhibitor], 12%, i, ?, -31%
- CCCNc1nc(Cl)nc(NC(C)(C)C)n1
    1%, 14, 5%, -19%, -13%, 9%, i, ?, 2%
- CS(=O)(=O)c1ccccc1-c1csc(N2CCC(C(N)=O)CC2)n1
    nt, nt, -7%, nt, -64%[inhibitor], -2%, nt, nt, ?
- CN(C)S(=O)(=O)c1cccc(NC(=O)COC(=O)c2cccn2C)c1
    1%, 3, 5%, -4%, -6%, 5%, i, 11%, -12%
- CCCCn1nnnc1C(c1ccccc1)N1CCN(c2ccccn2)CC1 (stereo not given)
    3%, -19, 4%, -2%, -24%, 3%, i, 23%, -10%
- COc1cc(/C=C2/C(=O)NN(c3ccccc3)C2=O)cc(Br)c1O
    0%, 32, -5%, ?, -42%[inhibitor], -2%, i, -4%, -16%
- COc1ccccc1N1CCN(C(=O)c2ccc(NC(C)=O)cc2)CC1
    -15%, -13, -4%, 10%, i, 0%, i, 10%, 0%
- CC(C)(C)C(=O)NC(=S)Nc1sc2c(c1C(N)=O)CCC2
    5%, -7, -3%, 5%, -7%, 0%, i, -3%, -4%
- O=C(N/N=C/c1cccc2ccccc12)c1cccnc1
    -6%, -26, -4%, 5%, -20%, 4%, i, 1%, -35%
- COc1cc(OC)c(C(=O)CCC(=O)O)cc1OC
    0%, -25, -14%, 15%, 23%, 1%, i, -4%, nt
- CCOc1ccccc1NC(=O)CN1C(=O)C(=O)N(Cc2ccco2)C1=O
    6%, 3, 17%, 2%, -19%, -7%, i, 8%, 20%
- Cc1ccc(Cn2c(=O)n(CCCCC(=O)NCc3ccc4c(c3)OCO4)c(=O)c3ccccc32)cc1
    nt, nt, -2%, 1%, -10%, -1%, nt, 22%, -26%
- O=C(O)C(=O)/C(=C\c1ccc(Cl)cc1)c1ccc2ccccc2n1
    11%, -18, 3%, 0%, -57%[inhibitor], 1%, i, -11%, -1%
- COc1ccc(-c2noc(-c3ccccc3C(=O)NCc3ccco3)n2)cc1
    -12%, 1, 4%[9.22 µM], 8%, -27%, 9%, -110%*, 10%, -1%

Two of the compounds above, in markdown:
| SMILES | aSyn yeast inh | DRD3 antagonist | Abeta yeast res | GLP-1R inv ag | PTHR1 ag | GLP1R ag | pAkt inh | TDP-43 yeast inh | FUS suppressor |
| --- | --- | --- | --- | --- | --- | --- | --- | --- | --- |
| CC(C)(C)C(=O)NC(=S)Nc1sc2c(c1C(N)=O)CCC2 | 5% | -7 | -3% | 5% | -7% | 0% | i | -3% | -4% |
| Cc1nnc(SCC(=O)NCc2ccccc2)n1-c1ccccc1 | -3% | 3 | 6% | 0% | i | 2% | i | -14% | 11% |

A portion of the library. The share of hits here may be higher or lower than overall.
